# D2 ag = activates the human D2 dopamine receptor | P14416 | HEK293 T-REx D2 cells, calcium flux agonist mode | activation, % at 2 µM | 340,000 compounds, 0.53% hits;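 active means activation over 3 SD above normal in the single-dose calcium agonist read, cut at about 30% in these data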; further: 0% is about no effect
#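 In this primary screen, compounds producing a positive calcium signal within 180 s of addition to tetracycline-induced, force-coupled HEK293 Trex D2 cells are flagged; cells are dye-loaded with a no-wash calcium kit beforehand.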
# ERG-DNA inh = inhibitors of human ERG Ets domain-DNA interaction. P11308. fluorescence polarization, His-ERG Ets domain / labelled DNA. Potency, µM (doses to about 76.9 µM), inactives show top-dose FP activity, negative = inhibition, usual class: inhibitors. 370,000 compounds, 0.028% hits. AID 624246; active means well fitted inhibition curve with a large enough effect in the polarisation, with a control signal flat; inconclusive means small, poorly fitted or top-dose-only effect, or effect the other way, or a change in a side signal; inactive means no such curve, though single readings can be large or run the other way; the % refers to the polarisation;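 further: polarization taken with two DNA probes labelled with fluorescein and Texas red; potency means the concentration at half of the fitted maximal effect; % of control where 0% means no effect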
# Target sequence (P11308 whole entry, looked up, the tested form may be a part): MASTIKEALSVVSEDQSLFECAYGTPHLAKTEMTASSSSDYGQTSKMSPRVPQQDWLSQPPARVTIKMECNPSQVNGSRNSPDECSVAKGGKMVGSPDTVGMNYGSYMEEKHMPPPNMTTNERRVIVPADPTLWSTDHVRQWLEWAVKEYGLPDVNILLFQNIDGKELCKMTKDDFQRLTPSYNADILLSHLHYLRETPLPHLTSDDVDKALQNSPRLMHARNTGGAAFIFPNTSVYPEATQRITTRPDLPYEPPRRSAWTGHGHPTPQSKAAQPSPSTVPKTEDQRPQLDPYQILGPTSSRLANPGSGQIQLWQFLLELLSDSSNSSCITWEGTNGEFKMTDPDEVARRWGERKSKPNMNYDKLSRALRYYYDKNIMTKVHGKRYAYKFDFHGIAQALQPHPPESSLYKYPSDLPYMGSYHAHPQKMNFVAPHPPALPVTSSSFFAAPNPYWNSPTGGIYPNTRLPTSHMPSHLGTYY
#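 His-tagged ERG Ets domain (1 uM in the protein solution; 300mM KCl, 50mM Tris-HCl, 1mM EDTA, 1mM DTT, pH 7.5) received compound, then a probe mix of 5 nM fluorescein-DNA and 100nM Texas-615-DNA. Fluorescence polarization was read for both dyes.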
# Vif-APOBEC3F blk = blocks the Vif interaction with APOBEC3F; HeLa A3F-eYFP + Vif (tagged APOBEC3F with the HIV-1 protein that degrades it), YFP fluorescence increase; Potency, µM (titrated, usually from 46.1 µM), for the others: at the highest dose activity, negative = active; 390,000 compounds, 0.2% hits; further: potency means the concentration at half of the fitted maximal effect; % of control where 0% means no effect; nearly all actives have a fitted effect of over 65% in size
#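 HeLa cells stably expressing A3F-eYFP plus Vif, plated and incubated overnight at 37 deg C, then exposed to compounds overnight at 37 deg C. Blocked degradation read as raised yellow fluorescence (Ex 488/Em 500-530).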
# D2 antagonist = antagonists of human D2 dopamine receptor; P14416; HEK293 TREx D2 cells, calcium flux, dopamine EC80; inhibition, % at 10 µM; 340,000 compounds, 2% hits; in the data active means inhibition above about 30%; further: 0% is about no effect
#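 Dopamine at EC80 is the agonist stimulus; test compounds precede it by 180 s. Calcium flux read kinetically in a force-coupled, inducible HEK293 T-REx D2 cell line.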
# Glioma ERSR ind = ER stress response induction in glioma. U87-MG GRP78 promoter luciferase reporter, 16 h. Potency, µM, without a hit: top-dose activation, most hits filed as activators. 420,000 compounds, 0.02% hits. AID 602332; further: potency means the concentration at half of the fitted maximal effect; series mostly up to about 76 µM; % of control where 0% means no effect; nearly all actives have a fitted effect of over 35% in size
#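 ERSR induction read as luciferase luminescence (Bright-Glo, 10 min at room temperature) in stably transfected human U87-MG glioma cells exposed to compounds for 16 h, using GRP78 as sensor.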
# RGS4 inh = blocks human RGS4-accelerated GTP hydrolysis | P49798 | Transcreener GDP fluorescence polarization, RGS4-accelerated GTP hydrolysis | Potency, µM (series often up to 114 µM), without a hit: at the top dose activity change, negative = inhibition, hits mostly inhibitors | 390,000 compounds, 0.039% hits | AID 504845; further: potency means the concentration at half of the fitted maximal effect; on the % scale 0 is the no-effect control and ±100 the full control effect; nearly all actives have a fitted effect of over 75% in size; some results filed as inactive show a strong effect at the top dose
#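 MLSMR compounds (23 nl, pin-transferred) preincubated 10 min at room temperature with a 500nM (2x) first reagent, then RGS4 at 900nM (2x) plus Transcreener GDP mix added; fluorescence polarization (620/688 nm) read before and after 90 min at 30 °C.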
# LDHA inh = LDHA (human) enzyme inhibition | P00338 | purified LDHA, NADH/diaphorase-resazurin fluorescence; active compounds read low | activity change, % (values are at about 110 or 230 µM) | 480,000 compounds, 0.15% hits; in the data active means activity change below about -30%; inconclusive means mostly about -25% to -30%;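 further: plate controls were DMSO wells for no effect and wells without enzyme for full effect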
#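 Human LDH5 at 2 nM final in Tris HCl pH 7.4 with 0.06 mM NADH and 0.2 mM pyruvate, reacted 5 minutes at room temperature. Remaining NADH coupled via diaphorase/resazurin; resorufin fluorescence read at 0 and 20 minutes, normalized to enzyme-free and DMSO wells.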
# 12-LOX inh = blocks human arachidonate 12S-lipoxygenase; 580,000 compounds, 1.1% hits; AID 1671190; purified 12hLO, xylenol orange hydroperoxide absorbance; Potency, µM (highest dose often 108 µM), inactives show at the top dose activity change, negative = inhibition, hits mostly inhibitors; further: potency means the concentration at half of the fitted maximal effect; on the % scale 0 is the no-effect control and ±100 the full control effect
#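 Hydroperoxide product was detected by ferrous iron/xylenol orange as the 573 to 405 nm absorbance ratio. Arachidonic acid at 40 uM (final) was turned over for 30 min at room temperature by 150 nM human 12hLO, pH 7.0 Hepes buffer, after 15 min compound preincubation.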
# Vif-APOBEC3G blk = inhibitors of Vif-APOBEC3G interaction; HeLa A3G-eYFP + Vif (tagged APOBEC3G with the HIV-1 protein that degrades it), YFP fluorescence, overnight; 410,000 compounds, 0.076% hits; AID 602310; Q9HC16; Potency, µM (top dose mostly 46.1 µM), for inactives: at the highest dose activity, negative = active, most hits filed as inhibitors;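 further: potency means the concentration at half of the fitted maximal effect; on the % scale 0 is the no-effect control and ±100 the full control effect; nearly all actives have a fitted effect of over 60% in size; hits raise eYFP signal because A3G escapes Vif-driven loss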
# Target sequence (Q9HC16 whole entry, looked up): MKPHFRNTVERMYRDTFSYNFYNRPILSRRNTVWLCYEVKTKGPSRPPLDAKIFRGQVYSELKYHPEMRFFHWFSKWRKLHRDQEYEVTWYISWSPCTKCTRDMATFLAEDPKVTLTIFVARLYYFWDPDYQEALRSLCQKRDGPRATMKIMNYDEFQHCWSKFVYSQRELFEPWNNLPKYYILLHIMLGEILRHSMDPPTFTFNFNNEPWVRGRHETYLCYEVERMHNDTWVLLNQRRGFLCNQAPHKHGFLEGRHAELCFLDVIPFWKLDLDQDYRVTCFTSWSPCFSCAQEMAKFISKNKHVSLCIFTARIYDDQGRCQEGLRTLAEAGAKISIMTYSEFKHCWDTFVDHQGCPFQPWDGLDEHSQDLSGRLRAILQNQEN
#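 Read-out is eYFP fluorescence (Ex 488/Em 500-530) from Vif-expressing HeLa A3G-eYFP cells; more signal means A3G escaped Vif-mediated degradation. Cells plated overnight, compound pinned in, incubated overnight at 37 deg C.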
# Active calls of the source: *; ? = inconclusive; / = no result given; & = joins results of further samples; [ ] = another dose, or the depositor's remark. Unless noted, the call rests on the fitted dose curve; in most records, active means well fitted curve in the direction sought with a large enough effect; inconclusive means small, poorly fitted or top-dose-only effect, or another doubt; inactive means no such curve, though single readings can be large; an effect the other way counts as inactive or inconclusive.
# Each structure is followed by: D2 ag	ERG-DNA inh	Vif-APOBEC3F blk	D2 antagonist	Glioma ERSR ind	RGS4 inh	LDHA inh	12-LOX inh	Vif-APOBEC3G blk
COCCOC(=O)c1c(NC(=O)CNc2ccc(C)c(F)c2)sc(C(N)=O)c1C
 : 0.2	0%	10%	-3	-4%	-13%	-5	1%	4%
O=C(Nc1ccc(N2CCOCC2)nc1)c1cccs1
 : 1.2	2%	2%	-7	1%	0%	-4	5%	2%
Cc1cc(=O)[nH]c(SCC(=O)Nc2ccnc3ccccc23)n1
 : -1.2	4%	?	-1	-5%	-13%	-5	-23%	-1%
COc1ccc2c(c1)c(C(=O)N1CCN(C)CC1)c(C)n2-c1ccccc1
 : 0.8	0%	4%	16	-4%	2%	1	?	-8%
Cn1c(=O)c2c(nc(Br)n2Cc2ccc3ccccc3c2)n(C)c1=O
 : -0.8	2%	-1%	-6	-6%	7%	1	-6%	-8%
O=c1c(-c2ccccc2)c[nH]n1-c1cccc([N+](=O)[O-])c1
 : 1.7	?	15%	-1	-1%	-11%	-6	-20%	2%
COc1ccc(C(CCNCc2ccc(N(C)C)cc2)c2ccccc2)cc1 (stereo not drawn)
 : 0.7	10%	-4%	-7	-1%	4%	-3	?	-2%
O=C(C1CCC(Cn2c(=O)c3sccc3n(Cc3ccccc3F)c2=O)CC1)N1CCCCC1 (stereo not drawn)
 : 0.2	1%	4%	/	-7%	-29%	3	-29%	-5%
COc1ccc(C2C3=C(CC(C)(C)CC3=O)Nc3c2c(=O)n(C)c(=O)n3C)cc1OC (stereo not drawn)
 : 0.2	-2%	-1%	8	-3%	?	7	-3%	0%
C[C@]12c3[nH]c4ccc(Cl)cc4c3CCN1C(=O)[C@@H](CC(=O)NCc1cccc(C(F)(F)F)c1)C[C@@H]2C(=O)N1CCCCC1
 : /	-9%	-15%	/	2%	-15%	-2	?	-20%
CC1(C(=O)OCC(=O)Nc2ccc3ccccc3c2)CC1(Cl)Cl (stereo not drawn)
 : -0.2	9%	7%	3	3%	-1%	-4	-14%	0%
CCN(CC)C(=O)c1ccc(Cn2cc([N+](=O)[O-])cn2)o1
 : 0.2	-23%	1%	13	5%	-16%	-1	-7%	3%
Cc1c(C(c2cc(O)ccc2Cl)c2c(C)n(C)n(-c3ccccc3)c2=O)c(=O)n(-c2ccccc2)n1C
 : /	-3%	7%	/	-2%	2%[56.9 µM]	-3	0%	-14%
Cc1noc(C)c1NC(=O)Nc1ccc2c(c1)C(=O)N([C@H](C)CO)C[C@H](C)[C@@H](CN(C)C(=O)NC(C)C)O2
 : /	-10%	2%	/	-2%	-7%	-2	-1%	-2%
CC(C)(C)OC(=O)N1CCC(c2cc(=O)n3[nH]c(-c4ccc(Cl)cc4)cc3n2)CC1
 : -1.0	-1%	5%	10	-3%	-10%	2	3%	1%
Cc1ccc(Nc2nc(N3CCOCC3)nc(N3CCOCC3)n2)cc1
 : 0.6	3%	-7%	-4	-2%	15%	0	4%	0%
C(=C1c2ccccc2-c2ccccc21)c1ccccn1
 : /	-5%	-12%	/	-3%	-23%	2	-7%	?
Cc1ccc(S(=O)(=O)CC(=O)Nc2ccccn2)cc1
 : 0.3	-6%	6%	-25	-2%	24%	-3	-1%	-4%
OC(c1ccc(Cl)c(F)c1)c1ncc(-c2cccc3ccccc23)[nH]1 (stereo not drawn)
 : /	/	/	/	-2%	/	-5	-25%	-11%
CCOc1ccc(-c2nc(C#N)c(N3CCN(CC)CC3)o2)cc1
 : -0.9	3%	-3%	-4	2%	-19%	1	0%	-1%

# Each structure is followed by: D2 ag	ERG-DNA inh	Vif-APOBEC3F blk	D2 antagonist	Glioma ERSR ind	RGS4 inh	LDHA inh	12-LOX inh	Vif-APOBEC3G blk
c1ccc(-n2ncc3c(NCCN4CCCCC4)ncnc32)cc1
 : 1.2	-26%	-1%	-19	-1%	-22%	-3	-3%	-1%
Cc1ccc(-c2cc(C(=O)NCc3ccco3)c3ccccc3n2)o1
 : -0.3	2%	2%	-14	1%	?	-1	-71%	-3%
CN(CC(=O)Nc1ccc(F)cc1)C(=O)CCc1nc2ccccc2c(=O)[nH]1
 : -0.1	12%	-9%	4	-3%	-34%	2	-19%	-1%
CCN(CCCNC(=O)c1nn(-c2ccc(OC)cc2)c(=O)c2c1c1ccccc1n2C)c1cccc(C)c1
 : 0.0	4%	/	/	/	-2%	-3	-7%	/
Cc1ccc[n+](-c2nc([O-])sc2/C=N/Nc2ccc([N+](=O)[O-])cc2)c1
 : 0.0	-14%	-19%	-1	-2%	-35%	-1	0%	6%
COCCCNC(=O)CCc1nc2cccnc2n1Cc1ccc(OC)cc1
 : -0.6	-7%	-3%	0	-2%	32%	-11	10%	3%
O=C(Nc1ccccc1)[C@@H]1CCCN1S(=O)(=O)c1ccc(Cl)cc1
 : /	6%	11%	/	-2%	-28%	-4	-12%	0%
CCn1c(SCC(=O)Nc2ccccc2)nc2nc3c(cc2c1=O)COC(C)(C)C3
 : -1.1	11%	-1%	-1	3%	19%	-6	75%[activator]	-3%
CSc1ccc(-c2nc3ccc(C)cn3c2Nc2ccccc2C)cc1
 : -0.8	5%	-7%	/	0%	-3%	-1	-14%	1%
O=S(=O)(Cc1ccccc1)Nn1cnnc1
 : 0.5	0%	-7%	31*	-3%	6%	0	0%	1%
Cc1cc(=O)n2nc(N3CCC(C(=O)N4CCN(c5ccccc5)CC4)CC3)sc2n1
 : 20	3%	2%	6	5%	-1%[11.4 µM]	-2	9%	2%
O=C(c1cc(-c2cccnc2)nc2ccc(Br)cc12)N1CCN(c2ncccn2)CC1
 : -0.2	3%	1%	-7	2%	-4%	-4	22%	1%
Cc1cccnc1CC(C)NC(=O)c1cc(COc2cncc(Cl)c2)on1 (stereo not drawn)
 : -1.0	-6%	2%	-11	4%	0%	0	19%	-5%
COc1ccc(C[C@@H]2CN3C(=NC[C@@H]3C)N2CCNC(=O)c2ccc(C)c(Br)c2)cc1
 : 0.2	0%	1%	16	-4%	-8%	3	-7%	8%
CN(C(=O)c1ccccc1-c1ccccc1C(=O)O)c1ccccc1
 : 1.2	-5%	-4%	-2	-2%	9%	-8	0%	1%
Cn1nnnc1Sc1ncnc2scc(-c3ccc(Cl)cc3)c12
 : 0.6	/	-1%	-2	-11%	-25%	-4&-1	-2%	?
Cc1ccccc1OCc1ccc(C(=O)N2CCOCC2)o1
 : -1.0	15%	3%	9	-4%	10%	-5	10%	6%
Cn1c(SCCOc2cccc(Cl)c2)nnc1-c1ccncc1
 : /	-13%	-12%	/	-4%	-22%[11.4 µM]	-3	?	-7%
COc1cccc(-c2nc(CSCC(=O)NCCc3ccc(Cl)cc3)c(C)o2)c1
 : -0.5	8%	-4%	/	-3%	-13%	6	-12%	-3%
O=C(COC(=O)CSc1ccc(Br)cc1)NCc1ccco1
 : 0.0	6%	-9%	15	-3%	2%	-3	?	2%

# Each structure is followed by: D2 ag	ERG-DNA inh	Vif-APOBEC3F blk	D2 antagonist	Glioma ERSR ind	RGS4 inh	LDHA inh	12-LOX inh	Vif-APOBEC3G blk
Cc1cc(C)c(S(=O)(=O)N(C)CC(=O)NCc2ccncc2)c(C)c1
 : 0.6	-5%	-2%	22	-4%	23%	-7	10%	2%
COc1cccc(-c2nnc(SCC(=O)Nc3cc(C)on3)o2)c1
 : 0.3	3%	?	20	-4%	-44%	-3	17%	?
O=[N+]([O-])c1ccc(S(=O)(=O)Nc2nc(-c3ccccc3)cs2)cc1
 : 0.5	-1%	0%	4	13%	-14%	-7	-19%	-1%
CC(=O)Nc1ccc(-c2nc3c(C)cccc3[nH]2)cc1
 : 0.5	-1%	0%	9	1%	8%	-12	-7%	-5%
CCOc1ncccc1C(=O)Nc1ccccc1C(=O)NCc1ccc2c(c1)OCO2
 : 0.4	-3%	-5%	4	-1%	20%	-16	-16%	-3%
Cc1nnc(N(Cc2ccco2)C(=O)c2cccc(C#N)c2)s1
 : /	4%	7%	/	1%	-23%[11.4 µM]	-2	-7%	0%
C/C(=N\NC(=O)C(C)Oc1ccc([N+](=O)[O-])cc1)c1ccccn1 (stereo not drawn)
 : 1.4	-2%	-5%	9	-7%	-11%	0	2%	-5%
CCCNC(=O)c1cccc(Br)c1
 : -0.1	4%	17%	15	-3%	-14%	-10	-16%	0%

# From PubChem BioAssay

# Not all compounds are listed (hit frequency here may not be typical).
